PG9 binder – binds the HIV-1 gp120 antibody PG9. TR-FRET gp120-PG9 antibody binding. inhibition, % at 6.7 µM. 0.43% of 360,000 active. AID 624416; in the data active means inhibition above about 8.5%
ASAP1 GAP inh – blocks human ASAP1-stimulated Arf1 GTP hydrolysis. inhibition, % at 16.5 µM. AID 624377. 0.19% of 360,000 active. Q9ULH1. GDP FP detection; in the data active means inhibition above about 25%;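 further: 0% = vehicle with enzyme and substrate and 100% = no enzyme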
ARFGAP1 inh – inhibits rat ARF GTPase activating protein 1 | Q62848 | Arfgap1-stimulated ARF1 GTP hydrolysis, GDP FP detection | inhibition, % at 16.5 µM | 0.26% of 360,000 active | AID 651572;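 active means inhibition above a per-plate limit, mean inhibition of low control wells plus 3 SD, cut at about 25% in these data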;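 further: 0% = DMSO wells with enzyme and 100% = wells lacking Arfgap1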
Target sequence (Q62848 1-136 limits assumed): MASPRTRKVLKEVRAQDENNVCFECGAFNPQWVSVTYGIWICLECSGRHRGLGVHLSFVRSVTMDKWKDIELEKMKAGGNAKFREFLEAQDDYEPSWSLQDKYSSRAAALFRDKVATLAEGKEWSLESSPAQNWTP
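Replicates: Single well per compound | Assay system: Truncated rat Arfgap1 GAP domain | Control set: No-Arfgap1 wells (100%) versus DMSO full-reaction wells (0%) | Times: Enzyme reaction 120 min at 25 °C after 20 min preincubation | Reagent: Human ARF1(Δ1-17)-GTP substrate | Measured by: Tracer-displacement fluorescence polarization with EDTA stop, 620/688 nm | Measure: Percent inhibition of Arfgap1-stimulated GTP hydrolysis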
ABHD4 inh – inhibitors of mouse ABHD4 | AID 720543 | Q8VD66 | 0.54% of 370,000 active | purified mABHD4, FP-Rh probe fluorescence polarization | inhibition, % at 8.92 µM;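 active means inhibition exceeding the mean over every tested compound plus 3 SD, cut at about 30% in these data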;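 further: 0% = plate median of compound wells and 100% = S159A mutant with DMSO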
Target sequence (Q8VD66 whole entry, looked up): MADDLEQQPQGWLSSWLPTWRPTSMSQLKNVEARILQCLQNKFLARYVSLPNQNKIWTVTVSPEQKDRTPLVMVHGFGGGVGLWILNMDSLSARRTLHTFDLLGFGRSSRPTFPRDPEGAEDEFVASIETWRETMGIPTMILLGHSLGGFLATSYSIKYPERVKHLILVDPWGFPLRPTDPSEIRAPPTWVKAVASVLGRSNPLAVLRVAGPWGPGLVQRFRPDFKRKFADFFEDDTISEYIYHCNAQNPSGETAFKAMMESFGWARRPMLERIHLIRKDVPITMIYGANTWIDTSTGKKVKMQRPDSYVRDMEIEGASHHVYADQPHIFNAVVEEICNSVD
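system = mouse ABHD4 enzyme, wild type | medium = HEPES pH 7.0, NaCl, Pluronic buffer | also added = FP-Rh probe | incubation = Enzyme–compound pre-incubation 45 min, then probe 60 min, both 25 °C | technique = fluorescence polarization, excitation 525 nm, emission 598 nm, BODIPY TMR filters | controls = S159A mutant high control, sample median low control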
HTRA1 inhibitor – inhibitors of human serine peptidase HTRA1; AID 504803; 0.5% of 340,000 active; inhibition, % at 5.96 µM; recombinant HTRA1, FP-rhodamine activity-based probe, fluorescence polarization; Q92743; in the data active means inhibition above about 36%;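 further: 0% = enzyme with DMSO and 100% = wells lacking enzyme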
GC-A act – GC-A (human) enzyme activation; P16066; HEK293 GC-A cells, cGMP TR-FRET, EC30 ANP; 0% at EC30 ANP, 100% saturating ANP; activation, % at 10 µM; 0.14% of 370,000 active; AID 1671463; in the data active means activation above about 40%
NPR2 activator – GC-B (human) receptor activation; P20594; HEK293-GC-B cells, CNP EC30, cGMP TR-FRET; 0% at EC30 CNP, 100% saturating CNP; activation, % at 10 µM; 0.11% of 370,000 active; AID 1920062;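 active means activation at 10 µM reaching about 35% in either raw or pattern-adjusted values, limit read from the data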
rCAG RNA binder – binds r(CAG) RNA repeats; r(CAG) RNA repeat, TO-PRO-1 dye displacement fluorescence; inhibition, % at 3 µM; 1.3% of 370,000 active;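 active means inhibition above the plate cutoff, the mean of all test compounds on that plate plus 3 SD, cut at about 35% in these data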;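 further: 0% = DMSO alone and 100% = 100 µM mitoxantrone as full dye displacement; higher means more dye released from RNA so lower well fluorescence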
NR1D1 modulator – modulates human Rev-erb alpha binding to DNA. P20393. Rev-erbα–FITC-DNA binding, fluorescence polarization, 90 min. activity, % at 10 µM. 0.79% of 370,000 active. AID 1259318;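 active means activity above about 14%, limit read from the data; passing the limit was not always enough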;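 further: 0% = DMSO wells with 35 nM protein and 100% = DMSO wells with 750 nM protein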
Target sequence (P20393 whole entry, looked up): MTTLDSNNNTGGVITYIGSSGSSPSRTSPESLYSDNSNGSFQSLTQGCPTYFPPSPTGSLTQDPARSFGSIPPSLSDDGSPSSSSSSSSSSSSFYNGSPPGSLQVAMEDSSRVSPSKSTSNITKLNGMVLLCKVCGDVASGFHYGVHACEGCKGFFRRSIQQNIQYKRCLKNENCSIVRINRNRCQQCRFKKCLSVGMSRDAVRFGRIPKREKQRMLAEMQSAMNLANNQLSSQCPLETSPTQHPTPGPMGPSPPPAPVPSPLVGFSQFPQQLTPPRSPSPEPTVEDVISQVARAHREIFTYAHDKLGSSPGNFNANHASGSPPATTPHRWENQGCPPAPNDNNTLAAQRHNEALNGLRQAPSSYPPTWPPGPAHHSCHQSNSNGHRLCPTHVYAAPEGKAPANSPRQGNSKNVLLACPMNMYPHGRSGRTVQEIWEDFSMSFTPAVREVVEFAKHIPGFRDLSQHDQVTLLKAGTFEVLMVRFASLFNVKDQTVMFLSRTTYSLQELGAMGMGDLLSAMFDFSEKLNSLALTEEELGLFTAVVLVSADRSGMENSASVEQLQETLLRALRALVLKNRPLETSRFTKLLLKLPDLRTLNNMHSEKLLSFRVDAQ
SMARCA2 activ – activators of SMARCA2 function; MG213 cells, MMTV-luciferase reporter, dexamethasone, overnight; activation, % at 9.1 µM; 1% of 370,000 active; AID 652017; in the data active means activation above about 7.8%;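 further: 0% = vehicle wells and 100% = reference activator wells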
Starred values were filed as active, the others as inactive; . = no result given. Rows were taken by chance; any-hit rate near 4.4%.

canonical_smiles | ARFGAP1 inh | SMARCA2 activ | NPR2 activator | ABHD4 inh | ASAP1 GAP inh | PG9 binder | GC-A act | rCAG RNA binder | NR1D1 modulator | HTRA1 inhibitor
CCC(=O)NC(NCC1CCCO1)C(Cl)(Cl)Cl (configuration not stated) | -5.2 | 0.2 | -5.5 | 4.6 | -6.1 | 0.6 | 5.2 | 0.6 | 0.3 | 5.4
CCC(=O)Nc1ccc(NC(=O)CSc2nnnn2C2CCCC2)cc1C | -6.1 | -2.5 | 0.6 | 2.0 | -3.8 | -1.3 | -0.9 | -1.6 | 0.6 | 3.7
Cc1ccc2[nH]c3c(c2c1)CCCC3=O | 1.6 | 2.8 | 17.8 | -2.4 | -5.2 | -2.8 | 10.2 | 0.6 | -0.1 | 6.7
CC(C)n1c(SCCCc2ccccc2)nc2c1c(=O)[nH]c(=O)n2C | -15.2 | -0.1 | 15.7 | -1.4 | -2.5 | 0.5 | 10.8 | -0.1 | 7.5 | -5.3
CCCCc1cc(=O)oc2c3c(cc(OCC(=O)NCCCO)c12)OC(C)(C)CC3 | -2.6 | -3.0 | -1.1 | 1.1 | 8.4 | 1.0 | -6.6 | -8.0 | 5.9 | -5.0
C/C(=N\NC(=O)c1c(C)nc2ccccn12)c1ccco1 | -1.1 | -0.2 | -8.0 | 2.5 | 10.8 | -1.9 | 1.4 | -5.1 | 3.8 | 2.3
COc1ccc(-c2[nH]ncc2CN2CCCN(c3ccccc3)CC2)c(F)c1 | 4.1 | -2.1 | -3.7 | 4.6 | 9.2 | -3.5 | -6.0 | -4.7 | -3.6 | -7.4
Cc1ccc2[nH]cc(CCNC(=O)c3ccco3)c2c1 | -0.6 | 1.1 | -2.6 | 9.6 | -2.0 | -1.5 | -0.3 | -0.6 | 3.6 | -4.3
O=c1c2ccccc2sn1-c1ccc(Cl)cc1 | 0.5 | -0.9 | 11.0 | 19.3 | 3.4 | 1.6 | 6.0 | 2.2 | 4.5 | 0.7
COc1ccc(NC(=S)N(CCCN2CCCCCC2)Cc2cccs2)cc1 | 0.2 | -1.7 | 6.7 | -1.7 | 7.2 | 0.2 | -0.2 | -0.6 | -3.1 | 9.4
Cc1ccccc1NC(=O)C1C2C=CC(C3CC23)C1C(=O)O (configuration not stated) | -6.6 | -1.4 | -0.8 | -1.1 | -3.0 | -2.2 | 5.1 | -2.7 | -5.6 | 7.2
O=C(NNC(=O)c1ccccc1C(=O)O)c1ccc(-c2ccccc2)cc1 | 6.5 | 0.3 | 2.4 | -6.8 | 5.5 | -1.4 | 12.4 | 6.6 | 3.5 | .

Quoted at random: two records from the list
canonical_smiles | ARFGAP1 inh | SMARCA2 activ | NPR2 activator | ABHD4 inh | ASAP1 GAP inh | PG9 binder | GC-A act | rCAG RNA binder | NR1D1 modulator | HTRA1 inhibitor
O=C(NNC(=O)c1ccccc1C(=O)O)c1ccc(-c2ccccc2)cc1 | 6.5 | 0.3 | 2.4 | -6.8 | 5.5 | -1.4 | 12.4 | 6.6 | 3.5 | .
Cc1ccc2[nH]c3c(c2c1)CCCC3=O | 1.6 | 2.8 | 17.8 | -2.4 | -5.2 | -2.8 | 10.2 | 0.6 | -0.1 | 6.7

(further entries)
canonical_smiles | ARFGAP1 inh | SMARCA2 activ | NPR2 activator | ABHD4 inh | ASAP1 GAP inh | PG9 binder | GC-A act | rCAG RNA binder | NR1D1 modulator | HTRA1 inhibitor
COc1ccc(C2CC(=O)C(C=NCCN3CCN(C(=S)Nc4ccccc4)CC3)=C(O)C2)cc1OC (configuration not stated) | -13.3 | -2.2 | 5.0 | -0.9 | -3.6 | -1.9 | -4.3 | -4.8 | -1.8 | .
COc1ccc(Cl)cc1NC(=O)Nc1cn(C)nc1C | 2.9 | -2.7 | -9.2 | -1.3 | -6.8 | 0.6 | -5.1 | -1.2 | 1.9 | -1.3
Cc1cc(SCC(=O)OCC(=O)N(C)c2ccccc2)nc2ccccc12 | 2.2 | -0.6 | -3.1 | -1.7 | -9.4 | 0.9 | -4.7 | -7.6 | 3.6 | -10.4
CCc1nc(SCC(=O)c2ccc3c(c2)OCCO3)c2ccccc2n1 | 2.7 | 0.1 | -0.3 | -14.7 | 8.0 | -1.3 | 5.0 | 2.6 | -0.6 | -32.6
O=C(NCCc1nc2ccccc2[nH]1)c1ccc(Br)o1 | -7.2 | -3.2 | 0.5 | 0.9 | -3.3 | -1.8 | -5.0 | 2.4 | 0.1 | 1.5
Cc1ccc(OCCC(=O)OCC(=O)NC(=O)c2ccccc2)cc1 | 12.2 | 1.0 | 1.4 | 6.0 | 8.5 | 0.2 | 9.6 | -4.8 | -1.3 | -4.7
COC(=O)[C@H](C)NC(=O)NCCC1=CCCCC1 | 7.8 | -2.4 | 2.5 | 5.5 | 20.0 | 0.9 | 7.8 | -2.1 | 1.9 | -0.7
COC(=O)[C@]12C[C@H](CC(=O)NCc3cccc(C(F)(F)F)c3)C(=O)N(Cc3ccco3)C1=C[C@H](COCc1ccccc1)O[C@@H]2C | . | -0.3 | 0.8 | 3.9 | . | . | -2.6 | 1.0 | 1.0 | .
OC(c1cc(Cl)cc(Cl)c1)c1ncc(-c2cccc(F)c2)[nH]1 (configuration not stated) | 0.3 | -3.1 | 0.8 | -18.6 | 2.3 | -0.1 | -2.8 | 3.0 | 9.9 | .
COc1cccc(CO[C@H]2C=C[C@@H](c3ccccc3)O[C@@H]2COC(C)=O)c1 | . | -2.3 | 0.8 | 0.0 | . | . | 2.3 | 3.0 | -1.4 | .
O=C(O)/C(=C\c1ccc(Br)cc1)NC(=O)c1cccs1 | 4.1 | -2.1 | 8.5 | 0.7 | 0.9 | 0.8 | 1.0 | 2.3 | 4.7 | 4.5
CN(CC(=O)Nc1ccc(Cl)cc1)C(=O)c1ccc(S(=O)(=O)Nc2ccccc2)cc1 | 19.0 | -4.0 | -5.4 | -20.2 | 11.1 | 0.5 | -1.4 | 15.6 | 4.6 | -12.0

Other compounds:
canonical_smiles | ARFGAP1 inh | SMARCA2 activ | NPR2 activator | ABHD4 inh | ASAP1 GAP inh | PG9 binder | GC-A act | rCAG RNA binder | NR1D1 modulator | HTRA1 inhibitor
COC(=O)c1c(NC(=S)Nc2ccc(CC(=O)O)cc2)sc(C)c1C | 11.7 | -3.0 | -4.7 | 3.1 | 6.3 | 3.9 | 3.9 | 13.9 | -0.9 | 0.4
S=C(NCCc1ccc(Cl)cc1)NC1CCCCC1 | -8.0 | 3.4 | -0.7 | -14.9 | -6.0 | -1.4 | 4.0 | -3.8 | 7.8 | -16.9
C[C@@H]1CCCCO[C@H](CN(C)S(=O)(=O)c2cn(C)cn2)[C@@H](C)CN([C@H](C)CO)C(=O)c2cc(NC(=O)c3ccncc3)ccc2O1 | 7.3 | -3.7 | -4.4 | -2.9 | 9.5 | 1.9 | 1.3 | 7.1 | -6.8 | 2.4
COc1ccccc1C(=O)Nc1ccc(S(=O)(=O)N2CCCCC2)cc1 | 12.1 | -1.7 | -9.0 | -9.1 | 2.0 | -2.2 | 0.2 | 1.6 | -2.2 | -19.4
Cc1ccc(C(=O)NCc2ccccn2)cc1Cl | -1.2 | -1.6 | -0.8 | -5.5 | -2.6 | -2.3 | 7.0 | -0.4 | -1.4 | 4.8
CCOCCCNC(=O)CCNC(=O)c1cc(OC)c(OC)c(OC)c1 | -12.8 | 3.5 | -1.8 | -0.7 | 7.6 | -2.1 | 0.1 | -4.6 | -2.0 | 4.2
Cc1ccc2oc(=O)c3cnn(CC(=O)N4CCN(c5ccccc5)CC4)c3c2c1 | 2.0 | -0.2 | 5.4 | 1.2 | 10.5 | 1.1 | -1.2 | 1.2 | 2.4 | -1.8
COc1ccccc1C(=O)NCC(=O)NC1CCCc2ccccc21 (configuration not stated) | -3.2 | 1.0 | -2.5 | 4.9 | -0.7 | -0.8 | -5.8 | -2.6 | -2.5 | -0.5
COc1ccccc1NC(=O)NC1CCS(=O)(=O)C1 (configuration not stated) | 5.8 | 3.1 | -0.1 | -2.3 | 2.2 | -1.3 | 1.3 | -0.5 | -9.7 | 1.8
Clc1ccc(-c2nc(NCCCN3CCOCC3)c3ccccc3n2)cc1 | 0.1 | -1.6 | -12.5 | -7.2 | -5.9 | -2.6 | -2.7 | 4.0 | 2.0 | .
CCOC(=O)c1sc(NC(=O)C(C)Sc2nc(N)cc(=O)[nH]2)nc1C (configuration not stated) | -5.2 | -2.8 | -1.6 | -2.3 | 7.7 | -1.1 | -1.6 | 2.1 | -0.2 | -4.9
CCC(C)(C(=O)NC1CCCCC1)N(C(=O)CNC(=O)c1ccccc1)c1c(C)n(C)n(-c2ccccc2)c1=O (configuration not stated) | -2.9 | -0.6 | 3.3 | -0.5 | 19.6 | 0.6 | 1.1 | -7.7 | -3.7 | -4.0

(next part)
canonical_smiles | ARFGAP1 inh | SMARCA2 activ | NPR2 activator | ABHD4 inh | ASAP1 GAP inh | PG9 binder | GC-A act | rCAG RNA binder | NR1D1 modulator | HTRA1 inhibitor
Cn1cc(Cl)c(C(=O)OCC(=O)Nc2nc(-c3ccc(Br)cc3)cs2)n1 | 19.5 | 7.5 | -1.4 | 0.7 | -3.1 | -8.9 | 18.7 | 4.8 | 2.5 | -23.0
CCCCN(C)CCCNC(=O)CN1C(=O)CSc2ccc(S(=O)(=O)N3CCOCC3)cc21 | -9.9 | -2.6 | 2.6 | -4.3 | 4.0 | -0.6 | -1.4 | -2.8 | -0.1 | 2.7
c1cc2c(cc1C1CCCN1)OCCCO2 (configuration not stated) | -5.4 | 1.4 | 5.9 | 8.1 | -1.9 | -0.7 | 1.9 | -1.9 | 1.1 | 3.0
CCC(CC)NC(=O)CO/N=C/c1ccccc1OC(F)F | -2.9 | -0.9 | 7.2 | -6.5 | -8.0 | -1.7 | -2.3 | -0.1 | -1.1 | -4.2
COc1cc(CCCN2CCNC[C@@H]2c2ccccc2)cc(OC)c1OC | -15.6 | 0.6 | -5.9 | -7.7 | 3.6 | -1.5 | -1.4 | -0.2 | -2.6 | -4.2
Cc1ccc(CNCc2ccc3c(c2)OCO3)c(C)c1 | -3.8 | -1.5 | 2.7 | 3.7 | -17.7 | -0.2 | 0.3 | -1.4 | -1.2 | 4.4
CCc1ccc(/C=N/Nc2ncnc3nc[nH]c23)cc1 | 8.8 | 8.3* | -6.5 | 3.9 | 3.9 | -1.5 | -5.7 | 1.6 | -3.2 | 6.2
C#CCOCCOCCOCCNc1nc(N2CCN(C(=O)C([C@@H](C)O)n3cc([C@@H](N)CCCCN)nn3)CC2)nc(N2CCN(C(=O)C([C@@H](C)O)n3cc([C@@H](N)CCCCN)nn3)CC2)n1 (some centres not stated) | 1.2 | 1.9 | 0.4 | 1.1 | -11.2 | 0.6 | 4.6 | 10.1 | -8.6 | 7.5
CCOc1ccc(N(CC(=O)OC)S(=O)(=O)c2c(C)noc2C)cc1 | -2.4 | -1.5 | -2.7 | 2.6 | -10.6 | 0.3 | 1.5 | -1.8 | 3.5 | -0.9
COc1ccc(-c2nc(C#N)c(N3CCN(c4cccc(Cl)c4)CC3)o2)cc1OC | 8.9 | -0.9 | -3.3 | -0.6 | -13.5 | 1.5 | 3.2 | 1.2 | 0.3 | -1.1
[N-]=C=C1C(=O)NC(=O)C([n+]2ccc(-c3ccncc3)cc2)C1c1ccccc1C(F)(F)F (configuration not stated) | 16.2 | -0.9 | 0.8 | 6.2 | 4.8 | -0.7 | -3.0 | 33.8 | -6.4 | 7.2

Bioassay records deposited in PubChem BioAssay by several laboratories.
